Assay outcomes deposited in PubChem by National Center for Advancing Translational Sciences (NCATS).
aSyn rescue – alpha-synuclein toxicity inhibition in yeast. AID 652106. Potency, µM (top dose mostly 46.1 µM), for inactives: top-dose growth rescue (activation), hits mostly activators. Yeast expressing alpha-synuclein, growth rescue, BacTiter-Glo, 24 h. 370,000 compounds, 0.14% hits; also: potency is read from the fitted curve at half-maximal effect; % of control where 0% means no effect; nearly all actives have a fitted effect of over 65% in size
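Rescue of yeast growth: cells expressing toxic alpha-synuclein, induced in galactose at OD600 0.02, incubated with compound 24 h at 30 C. ATP luminescence quantified growth; inhibitors of toxicity appear as activators.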
GLP1R inv ag – GLP-1 receptor (human) inverse agonism | P43220 | HEK293 GLP-1R CRE-luciferase, luminescence, 24 h; GLP-1R form is constitutively active | Potency, µM (titrated, usually from 38.3 µM), without a hit: top-dose activity change, negative = inhibition, actives largely listed as inhibitors | 410,000 compounds, 1.6% hits | AID 624417; also: potency is read from the fitted curve at half-maximal effect; % is scaled to controls: 0 for no effect and ±100 for the full control effect; nearly all actives have a fitted effect of over 55% in size
Target sequence (P43220 whole entry, looked up): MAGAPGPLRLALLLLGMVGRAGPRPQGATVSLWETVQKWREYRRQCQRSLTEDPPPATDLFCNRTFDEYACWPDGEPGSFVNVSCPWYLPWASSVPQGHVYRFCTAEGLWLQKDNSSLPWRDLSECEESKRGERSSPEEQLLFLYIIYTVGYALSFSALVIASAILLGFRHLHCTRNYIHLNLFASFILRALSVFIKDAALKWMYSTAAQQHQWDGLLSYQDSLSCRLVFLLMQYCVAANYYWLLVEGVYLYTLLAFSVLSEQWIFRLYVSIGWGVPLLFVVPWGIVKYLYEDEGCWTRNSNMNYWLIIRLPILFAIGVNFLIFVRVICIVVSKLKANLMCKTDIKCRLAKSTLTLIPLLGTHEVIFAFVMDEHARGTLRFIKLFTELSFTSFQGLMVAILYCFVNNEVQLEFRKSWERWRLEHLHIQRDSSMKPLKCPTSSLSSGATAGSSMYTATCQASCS
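Inverse agonism was detected as reduced cAMP-driven luciferase luminescence after 24 h compound treatment. The cells were HEK293 clones expressing constitutively active human GLP-1R with the reporter. Reporter-only and GPR119 cell lines served as counterscreen controls.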
pAkt inh – Akt phosphorylation inhibition; Neuro2A IGF-stimulated pAkt S473 HTRF, 20 min; stronger effect = lower value; activity change, % for hits at 50 µM; 360,000 compounds, 0.32% hits; AID 651550; in the data active = activity change below about -80%; inconclusive = mostly about -51% to -80%; also: % is scaled to controls: 0 for no effect and ±100 for the full control effect
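Single-point screen (50 µM final compound) in Neuro2A cells stimulated 20 min with 6 nM IGF at 37 deg C. After lysis, Ser473-phosphorylated Akt read by HTRF (ex 330 nm, em 615/665 nm) as the 665/615 ratio.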
Abeta yeast res – A-beta toxicity reversal in yeast. yeast expressing A-beta42, growth rescue, OD600, 48 h; response scale: 0% DMSO, 100% iron-clioquinol control. Potency, µM (highest dose often 46.1 µM), inactives show at the top dose growth rescue, usual class: activators. 410,000 compounds, 0.063% hits; also: potency is read from the fitted curve at half-maximal effect; nearly all actives have a fitted effect of over 55% in size
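Yeast A-beta toxicity model in growth medium with pinned compounds, 48 h at 30 C; growth read as absorbance at 600 nm. Normalized to FeCl3/clioquinol equimolar mix (positive) and DMSO (negative).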
MmCpn inh – blocks the Methanococcus maripaludis chaperonin Mm-Cpn | purified Mm-Cpn ATPase, ADP Transcreener TR-FRET | Potency, µM (doses to about 76.9 µM), inactives show at the highest dose activity, negative = inhibition, usual class: inhibitors | 330,000 compounds, 0.031% hits | AID 504842; also: potency is read from the fitted curve at half-maximal effect; % is scaled to controls: 0 for no effect and ±100 for the full control effect; nearly all actives have a fitted effect of over 80% in size
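Measured: ADP formation by purified Mm-CPN. Conditions: 25 nM protein, 10 uM ATP, Tris pH 7.4 with Mg2+, K+ and DTT, 37°C for 30 min. Detection: Transcreener HTRF after 30 min at room temperature.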
TDP-43 yeast inh – rescues yeast growth from TDP-43 toxicity; TDP-43 expressing yeast growth rescue, BacTiter-Glo, 24 h; Potency, µM (top dose mostly 46.1 µM), without a hit: at the top dose growth rescue (activation), usual class: activators; 410,000 compounds, 1.8% hits; AID 652104; also: potency is read from the fitted curve at half-maximal effect; % of control where 0% means no effect; nearly all actives have a fitted effect of over 50% in size
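Luminescence from BacTiter-Glo reports growth of TDP-43-expressing yeast after 24 hr at 30 deg C with compound. Cells were raffinose-pregrown to mid-log, then seeded in galactose medium at OD600=0.02.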
FUS suppressor – FUS proteinopathy suppression in yeast; AID 1347120; 390,000 compounds, 0.24% hits; S. cerevisiae FUS-expressing, growth rescue, OD600, 24 h; Potency, µM (doses to about 76.6 µM), for inactives: at the top dose growth rescue (activation), hits mostly activators;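 also: potency is read from the fitted curve at half-maximal effect; plate controls were DMSO vehicle for no effect and reference control for full effect; nearly all actives have a fitted effect of over 55% in size; some results filed as inactive show a strong effect at the top dose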
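Read-out: OD at 600 nm after 24hr at 30C, reporting rescue of FUS-induced yeast toxicity. Cells at OD 0.005 in galactose (2%) minimal medium; compounds tested in a dilution series; CP55940 titration from 92uM final as control.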
PTHR1 ag – activates the human parathyroid hormone receptor PTHR1; Q03431; HEK293 GP2 PTHR1 cells, GloSensor cAMP luminescence, 1 h; Potency, µM (doses to about 115 µM), for inactives: at the top dose activation, usual class: activators; 410,000 compounds, 0.075% hits; AID 743266; also: potency is read from the fitted curve at half-maximal effect; nearly all actives have a fitted effect of over 55% in size; some results filed as inactive show a strong effect at the top dose; inactives centre near -15; many of its hits are not listed in these tables
Target sequence (Q03431 whole entry, looked up): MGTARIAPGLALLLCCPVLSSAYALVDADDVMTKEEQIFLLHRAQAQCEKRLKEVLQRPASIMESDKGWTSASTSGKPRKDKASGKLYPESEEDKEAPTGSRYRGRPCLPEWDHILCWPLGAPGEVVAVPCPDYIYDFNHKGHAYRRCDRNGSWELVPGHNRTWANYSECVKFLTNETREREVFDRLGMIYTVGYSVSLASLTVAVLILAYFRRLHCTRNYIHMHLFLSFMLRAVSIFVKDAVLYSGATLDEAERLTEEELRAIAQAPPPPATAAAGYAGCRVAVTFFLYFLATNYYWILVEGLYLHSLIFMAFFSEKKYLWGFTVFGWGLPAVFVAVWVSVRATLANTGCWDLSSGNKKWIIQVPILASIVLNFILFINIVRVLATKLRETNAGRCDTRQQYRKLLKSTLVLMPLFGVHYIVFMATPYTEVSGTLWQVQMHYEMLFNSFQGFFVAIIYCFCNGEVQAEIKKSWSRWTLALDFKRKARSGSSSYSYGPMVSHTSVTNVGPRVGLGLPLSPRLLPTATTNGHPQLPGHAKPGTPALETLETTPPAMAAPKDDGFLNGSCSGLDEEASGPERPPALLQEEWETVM
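HEK-293-derived GP2 cells expressing PTHR1 and a GloSensor cAMP reporter, 3,000/well, plated overnight, given luciferin plus IBMX (each 0.5 mM as added) for 1 h at 37 °C, then compound for 1 h at 37 °C. Luminescence was read after 15 min at room temperature.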
HEK293 tox – cytotoxic in the GLP-1 receptor inverse agonist counter-screen; HEK293 cAMP-luciferase reporter cells, luminescence, 24 h; Potency, µM (series often up to 38.3 µM), for the others: top-dose activity change, negative = inhibition, actives largely listed as inhibitors; 410,000 compounds, 0.13% hits; AID 624418;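 also: loss of luciferase light is scored as toxicity; potency is read from the fitted curve at half-maximal effect; % is scaled to controls: 0 for no effect and ±100 for the full control effect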
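Seeding density was 200 cells/uL; after overnight-length (12 h) culture, 23 nL compounds went on for 24 h at 37 °C. Readout used a luciferase detection reagent, luminescence taken after 12 min at room temperature.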
The depositor's hits bear a star; i = inactive; ? = inconclusive; / = no result given; [ ] = another dose, or the depositor's remark. Unless noted, calls follow the shape of the dose curve; as a rule, active = well fitted curve in the direction sought with a large enough effect; inconclusive = small, poorly fitted or top-dose-only effect, or another doubt; inactive = no such curve, though single readings can be large; an effect the other way counts as inactive or inconclusive. This is a subset. The share of hits here may be higher or lower than overall.

Compound,aSyn rescue,GLP1R inv ag,pAkt inh,Abeta yeast res,MmCpn inh,TDP-43 yeast inh,FUS suppressor,PTHR1 ag,HEK293 tox
Cc1cc(C)c(O)c(-c2cc(C(=O)NCCc3ccc(S(N)(=O)=O)cc3)[nH]n2)c1,0%,?,i,-12%,3%,-11%,15%,-16%,-5%
Fc1ccc(NC(=S)NC2CC3CCCC(C2)N3Cc2cccs2)cc1 (configuration not stated),-5%,?,i,-7%,2%,9%,17%,-14%,-2%
O=S(=O)(Nc1ccc(O)c(Sc2nc3ccccc3s2)c1)c1cccc2ccccc12,-3%,-26%,i,6%,-2%,7%,/,i,-35%
CC(C(=O)Nc1nccs1)N1C(=O)C2CC=CCC2C1=O (configuration not stated),-1%,11%,i,-15%,0%,-5%,-2%,i,24%
CCCC(=O)NC(Nc1cccc(C(F)(F)F)c1)C(Cl)(Cl)Cl (configuration not stated),1%,?,i,15%,1%,-3%,-7%,-1%[57.5 µM],-5%
CCn1c(SCC(=O)NCCOC)nc2sc3c(c2c1=O)CCCC3,-1%,41%[activator],-80%*,-2%,-1%,1%,?,-9%[57.5 µM],-8%
CN(C)S(=O)(=O)N1CCN(C(=O)c2ccccc2)CC1,-16%,3%,i,8%,0%,4%,-25%,-3%[57.5 µM],6%
Cc1cccc(C(=O)N2[C@@H](C(C)C)COc3cc(Br)ccc3S2(=O)=O)c1,-11%,?,i,-8%,/,-9%,0%,-46%[inhibitor],-17%
CCNc1nc(NCc2ccccc2)nc(SCC(=O)Nc2ccccc2)n1,-6%,?,i,-3%,0%,13%,/,-27%,14%
CC(=O)Nc1ccc(S(=O)(=O)NCCc2c[nH]c3ccc(C)cc23)cc1,1%,-25%,i,9%,-10%,-20%,15%,i,-5%
O=c1[nH]c(SCc2cccc(Cl)c2)nc2[nH]ncc12,?,25%,i,-6%,-1%,0%,-5%,-23%,6%
Nc1c(C(=O)Nc2ccc3c(c2)OCCO3)nnn1Cc1ccc(Br)cc1,-2%,-14%,i,-10%,-3%,-12%,12%,-29%,-10%

Reprinted at random: 2 entries already listed
Compound,aSyn rescue,GLP1R inv ag,pAkt inh,Abeta yeast res,MmCpn inh,TDP-43 yeast inh,FUS suppressor,PTHR1 ag,HEK293 tox
Cc1cc(C)c(O)c(-c2cc(C(=O)NCCc3ccc(S(N)(=O)=O)cc3)[nH]n2)c1,0%,?,i,-12%,3%,-11%,15%,-16%,-5%
O=S(=O)(Nc1ccc(O)c(Sc2nc3ccccc3s2)c1)c1cccc2ccccc12,-3%,-26%,i,6%,-2%,7%,/,i,-35%

Remaining list, next part.
Compound,aSyn rescue,GLP1R inv ag,pAkt inh,Abeta yeast res,MmCpn inh,TDP-43 yeast inh,FUS suppressor,PTHR1 ag,HEK293 tox
CCc1ccc(C(=O)c2cn(CC(=O)Nc3ccc(OC)c(OC)c3)c3ccc(C)cc3c2=O)cc1,/,-11%,/,-2%,/,21%,3%,-4%,2%
COc1ccc([N+](=O)[O-])cc1N1C(=O)c2cccnc2C1=O,-3%,-13%,i,-6%,0%,10%,-8%,16%,-13%
CCc1c(C)nc2ncnn2c1N1CCCC(C(=O)NCCc2ccc(OC)cc2)C1 (configuration not stated),1%,3%,/,12%,2%,-24%,28%,i,1%
Fc1ccc2nc(Nc3nc4cc5c(cc4s3)OCO5)sc2c1,-13%,?,i,15%,?,11%,18%,-2%,?
COc1ccccc1OCCCOc1c(C)cc(C)cc1Br,2%,?,i,32%,-13%,6%,8%,-7%,-10%
CC1CCN(C(=O)c2ccc(NC(=O)CC3SC(N4CCCC4)=NC3=O)cc2)CC1 (configuration not stated),-2%,28%,i,1%,0%,-16%,11%,-15%,-4%
COc1ccc(C(=O)OCC(=O)c2c[nH]c3ccccc23)cc1OC,-2%[1.84 µM],13%,i,-1%,-6%,1%,24%,-16%,-28%
Cc1noc(C)c1COc1ccc(C(=O)N2CCN(S(=O)(=O)c3ccc(Cl)cc3)CC2)cc1,1%,-15%,i,-2%,1%,2%,-3%,i,-2%
CN(C)CCn1c(SCc2ccccc2C#N)nc2c(sc3ccccc32)c1=O,0%,-19%,i,-3%,-3%,9%,-2%,-18%,3%
O=C(CCN1C(=O)/C(=C/c2ccccc2Cl)SC1=S)Nc1cccnc1,-1%,12%,/,-2%,2%,14%,-22%,-28%,4%
CC1CN(S(=O)(=O)c2ccc(C(=O)N(CCCN(C)C)c3nc4c(Cl)cccc4s3)cc2)CC(C)O1 (configuration not stated),3%,?,i,18%,-1%,-7%,11%,-4%,-17%
O=C(NNC1=NS(=O)(=O)c2ccccc21)c1ccc([N+](=O)[O-])cc1,-6%,-21%,i,-1%,0%,5%,-8%,-8%,6%

Further structures follow.
Second line of a record – aSyn rescue	GLP1R inv ag	pAkt inh	Abeta yeast res	MmCpn inh	TDP-43 yeast inh	FUS suppressor	PTHR1 ag	HEK293 tox
> Cc1nn(CC(=O)Nc2ccc(N3CCOCC3)cc2)c(C)c1Br
 : -18%	7%	i	13%	0%	0%	/	-6%	-5%
> O=C(Nc1ccc2c(c1)OCO2)c1cccc2c1C(=O)N(C1CCCCC1)C2
 : 2%	29%	i	-5%	-1%	-15%	-18%	-3%	9%
> Cc1ccsc1C(=O)OCC(=O)NC1CCCC1
 : -9%[1.84 µM]	-16%	i	2%	0%	16%	-8%	-11%	8%
> Cn1c(C(=O)c2ccccc2)nc2ccccc21
 : 11%	1%	i	10%	1%	8%	-20%	-4%	-12%
> COc1ccc(CN2C(=NC(=O)CCC3CCCC3)SC3CS(=O)(=O)CC32)cc1 (configuration not stated)
 : 6%	4%	i	-2%	2%	0%	-3%	i	5%
> CC(C)Cc1ccc(C(C)C(=O)Nc2ccc(O)cc2)cc1 (configuration not stated)
 : -15%	?	i	16%	?	11µM*	-1%	i	-2%
> Cc1cccc(-c2noc(CCC(=O)N3CCN(c4cc(C)ccc4C)CC3)n2)c1
 : 11%	-23%	i	1%	2%	16%	22%	-46%	-4%
> CCOC(=O)C1=C(CN2CCc3ccccc32)NC(=O)NC1c1cc(C)ccc1C (configuration not stated)
 : -3%	?	i	6%	/	-18%	16%	22%[57.5 µM]	5%
> CCCc1cc(=O)oc2cc(OCC(=O)Nc3ccccn3)ccc12
 : -5%	-1%	i	-11%	-2%	-13%	-7%	i	3%
> CCOc1ccccc1CNC(=O)c1cccn1-c1nnc(N2CCCCC2)s1
 : /	?	/	-5%	/	5%	?	-38%[inhibitor]	-20%
> C=CCNc1nc(C(F)(F)F)nc2c1nnn2Cc1ccccc1Cl
 : -5%	-3%	i	2%	0%	24%	-4%	-16%	-5%
> CCc1ccc(C(C)NC(=S)NCc2ccc(F)cc2)cc1 (configuration not stated)
 : -9%	?	i	4.5µM*	-1%	27%	-4%	-33%[inhibitor]	?
> Cc1oc(-c2ccccc2F)nc1CN1CCC(C(=O)NCCC2=CCCCC2)CC1
 : 9%	0%	i	-4%	0%	-5%	22%	-20%[57.5 µM]	-8%
> COc1cc(CCC(=O)OCC(=O)NCCc2ccc(S(N)(=O)=O)cc2)cc(OC)c1OC
 : 5%	8%	i	4%	0%	16%	-6%	-19%	5%
> COCCN(C(=S)Nc1cccc(C)c1)C(C)c1cccs1 (configuration not stated)
 : 2%	?	i	-3%	0%	21%	2%	-22%	-11%
> O=C(Nc1ccccc1C(=O)O)c1ccccc1
 : -17%	0%	i	12%	-2%	-24%	0%	-15%[57.5 µM]	3%
> COc1cc(/C=C2/C(=N)N3C(=NC2=O)SN=C3S(=O)(=O)C(C)C)ccc1OC(=O)c1ccco1
 : -1%	22%	i	/	-15%	7%	0%	-14%	4%
> Cc1ccc(O)c(NC(=O)c2nc3nc(C)cc(C(F)F)n3n2)c1
 : /	26%	/	-4%	/	13%	-2%	i	2%
> O=C(Cc1c(Cl)cccc1Cl)OCC(=O)N1CCN(C(=O)c2ccco2)CC1
 : 10%	10%	i	9%	2%	-10%[9.22 µM]	-1%	i	0%
> CC(C)(C)[C@H]1COC(=O)CCC/C=C/C[C@H](CC(=O)N(CCO)Cc2ccccc2)C(=O)N1
 : 7%	4%	i	-4%	1%	14%	6%	-15%	2%
> CCn1c(=O)cc(SCC(=O)N(C)Cc2ccccc2)c2ccccc21
 : 10%	0%	i	8%	4%	?	39%	-23%[57.5 µM]	4%
